A549 viability – kills or reduces viability of A549 cells in Nrf2 counter-screen; actives 0.16% (n = 390,000); Potency, µM (doses to about 46 µM), for inactives: at the top dose activity change, negative = cytotoxicity, most hits filed as inhibitors; A549 ARE-Fluc cells, CellTiter-Fluor viability, 18-24 h; also: potency is read from the fitted curve at half-maximal effect; % is scaled to controls: 0 for no effect and ±100 for the full control effect
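A549 ARE-Fluc cells in 5% FBS OPTI-MEM, 5000 cells/well, rested 2 h then exposed to compounds in concentration-response for 18-24 h at 37 °C. Viability by CellTiter-Fluor fluorescence (Ex 405/Em 525) after 30 min; luciferase luminescence (BugLite, 15 min, RT) read afterwards.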
Mm-Cpn inhibitor – blocks the Methanococcus maripaludis chaperonin Mm-Cpn | actives 0.031% (n = 330,000) | purified Mm-Cpn ATPase, ADP Transcreener TR-FRET | Potency, µM (series often up to 76.9 µM), without a hit: at the top dose activity, negative = inhibition, most hits filed as inhibitors | AID 504842; also: potency is read from the fitted curve at half-maximal effect; % is scaled to controls: 0 for no effect and ±100 for the full control effect; nearly all actives have a fitted effect of over 80% in size
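Purified archaeal chaperonin (25 nM final) was preincubated with compound for 10 min at 37°C, then ATP (10 uM final) was added for 30 min at 37°C in Tris pH 7.4/KCl/MgCl2/DTT buffer. ADP was quantified by HTRF Transcreener TR-FRET.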
Nrf2 inh – inhibitors of Nrf2 signaling; A549 ARE-Fluc reporter, luciferase luminescence, 18-24 h; Potency, µM (doses to about 46 µM), for the others: at the top dose activity change, negative = inhibition, hits mostly inhibitors; actives 2.1% (n = 360,000); AID 504444; also: potency is read from the fitted curve at half-maximal effect; % is scaled to controls: 0 for no effect and ±100 for the full control effect; nearly all actives have a fitted effect of over 60% in size
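Quantitative HTS in A549 cells stably bearing an antioxidant response element-firefly luciferase construct. Inhibition of Nrf2-driven transcription was scored by luminescence after 18-24 h of compound exposure at 37 °C.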
pAkt inh – blocks phosphorylation of Akt | Neuro2A IGF-stimulated pAkt S473 HTRF, 20 min; stronger effect = lower value | activity change, % for hits at 50 µM | actives 0.32% (n = 360,000); in the data active = activity change below about -80%; inconclusive = mostly about -51% to -80%; also: % is scaled to controls: 0 for no effect and ±100 for the full control effect
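Single-point screen (50 µM final compound) in Neuro2A cells stimulated 20 min with 6 nM IGF at 37 deg C. After lysis, Ser473-phosphorylated Akt read by HTRF (ex 330 nm, em 615/665 nm) as the 665/615 ratio.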
Abeta yeast res – compounds reversing amyloid beta toxicity in yeast | yeast expressing A-beta42, growth rescue, OD600, 48 h; response scale: 0% DMSO, 100% iron-clioquinol control | Potency, µM (doses to about 46.1 µM), for inactives: top-dose growth rescue, hits mostly activators | actives 0.063% (n = 410,000); also: potency is read from the fitted curve at half-maximal effect; nearly all actives have a fitted effect of over 55% in size
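Yeast growth medium received pinned compounds, then yeast cells expressing toxic A-beta were added; plates incubated at 30 C for 48 hr. Growth read as absorbance at 600 nm, normalized to DMSO and equimolar FeCl3 plus clioquinol controls.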
HepG2 tox – kills HepG2 cells in TGF-b inhibitor counter-screen. actives 0.76% (n = 410,000). Potency, µM (titrated, usually from 46.1 µM), for the others: at the highest dose activity change, negative = cytotoxicity, usual class: cytotoxic. HepG2 CAGA-GFP viability, ATP luminescence, 18 h; also: potency is read from the fitted curve at half-maximal effect; some results filed as inactive show a strong effect at the top dose
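HepG2 CAGA-GFP cells (1000/well, DMEM with 1% FBS) received compound, then TGF-beta at 500 pg/mL final, and were incubated 18 hours at 37 degrees C. Viability was read by CellTiter-Glo luminescence. Media-only wells were set as complete cell-killing and DMSO as no toxicity.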
TGFb SMAD3 inh – blocks TGF-b signaling. actives 1.2% (n = 410,000). Potency, µM (top dose mostly 46.1 µM), for inactives: at the top dose activity, negative = inhibition, most hits filed as inhibitors. AID 588855. HepG2 CAGA-GFP TGF-b/SMAD3 reporter, GFP fluorescence, 18 h; TGF-beta stimulated, 500 pg/mL final; also: potency is read from the fitted curve at half-maximal effect; % is scaled to controls: 0 for no effect and ±100 for the full control effect; nearly all actives have a fitted effect of over 65% in size
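Cell-based qHTS in HEPG2 carrying a CAGA-GFP Smad reporter; compounds added before 500 pg/mL final TGF-beta, 18 h incubation at 37 degrees C, GFP fluorescence quantified per cell by imaging cytometry.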
Nrf2 ARE act – activators of Nrf2 (ARE) signaling | AREc32 ARE-luciferase reporter (MCF7-derived line), luminescence, 24 h | Potency, µM (titrated, usually from 46.1 µM), inactives show at the highest dose activation, hits mostly activators | actives 0.31% (n = 410,000) | AID 624171; also: potency is read from the fitted curve at half-maximal effect; % of control where 0% means no effect; nearly all actives have a fitted effect of over 65% in size
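Steps: seed AREc32_Fluc cells (1000/well, 5% FBS OPTI-MEM); incubate overnight at 37 deg C; add 23 nL compound; incubate 24 hr; add Steady-Glo; hold 30 min RT; read luminescence.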
CCT modulator – changes cytosolic chaperonin activity; purified chaperonin ATPase assay, HTRF ADP detection, 30 min; activity change, % (concentration not given with the values), hits read low; actives 0.3% (n = 360,000); AID 651819; in the data active = activity change below about -30%; also: % is scaled to controls: 0 for no effect and ±100 for the full control effect
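TRiC (40 or 20 nM final, by batch activity) in 30 mM Tris pH 7.4, 100 mM KCl, 5 mM MgCl2, 1 mM DTT was treated with compound at 76 uM single dose, then 10 uM ATP, 30 min at 37 °C. ADP was read by HTRF Transcreener.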
* marks the source's active call; other numbers are inactive results; i = inactive; u = inconclusive; x = not tested or not shown; [ ] = dose if it differs, or a comment. Unless noted, calls follow the shape of the dose curve; as a rule, active = well fitted curve in the direction sought with a large enough effect; inconclusive = small, poorly fitted or top-dose-only effect, or another doubt; inactive = no such curve, though single readings can be large; an effect the other way counts as inactive or inconclusive. The order is random; about 4.3% have a hit in one of these screens.

SMILES | A549 viability | Mm-Cpn inhibitor | Nrf2 inh | pAkt inh | Abeta yeast res | HepG2 tox | TGFb SMAD3 inh | Nrf2 ARE act | CCT modulator
Cc1cc(C)cc(NC(=S)N2CCC(NC(=O)C3CCCCC3)CC2)c1 | 1% | 0% | 3% | i | -15% | 0% | -4% | 0.1% | -5.0
COc1ccc(OC)c(C2C(C(=O)c3ccco3)=C(O)C(=O)N2CC2CCCO2)c1 (stereo not given) | -2% | -4% | 3% | i | -11% | -6% | -3% | 0.3% | 0.3
COc1ccc(OC)c(NC(=O)C2(C)CCN2Cc2ccsc2)c1 (stereo not given) | x | x | x | i | -4% | -3% | -8% | 6.4% | -1.0
CN(Cc1ccc(Br)cc1)CC(O)COc1cccc(Br)c1 (stereo not given) | -1% | 1% | u | i | -6% | -31% | u | 3.8% | -1.1
Cn1c(-c2cnn(-c3ccccc3)c2-n2cccc2)n[nH]c1=S | 2% | -1% | -19% | i | -5% | -9% | -5% | 0.5% | -6.6
O=C(NCCCN1CCOCC1)c1csc2c1CCCC2 | -6% | 4% | 16% | i | 9% | 2% | -5% | -0.1% | 0.2
Cn1c(=O)c2[nH]c(N=NNc3ccccc3F)nc2n(C)c1=O | -6% | 3% | 2% | i | -22% | -133% | 0% | 6.7% | 1.8
COc1ccc(NC(=S)NCCC2=CCCCC2)cc1OC | 7% | 1% | u | i | u | -27% | -6% | -0.3% | 0.3
Cc1ccccc1OCC(=O)Nc1ccc(N2CCN(S(C)(=O)=O)CC2)cc1 | -7% | 1% | u | i | 12% | -14% | -7% | -0.6% | -1.7
CCC(C)NCCOCCOc1ccc(C)cc1Br (stereo not given) | 0% | -2% | x | i | -7% | -18% | 12% | 0.1% | 1.9
O=C(NC1CCCC1)C(c1ccc(F)cc1)N(C(=O)c1csnn1)c1ccccc1 (stereo not given) | 3% | 0% | 17% | i | -17% | 9% | 2% | 0.9% | -5.1
O=C(c1ccc2c(c1)OCCO2)C1CCN(C(=O)Nc2ccc(F)cc2)CC1 | -10% | 0% | u | i | -19% | -55% | -17% | 3.7% | -4.6
COCCn1c(=N)c(S(=O)(=O)c2ccc(F)cc2)cc2c(=O)n3ccccc3nc21 | 1% | 1% | 5% | i | 13% | -4% | 19% | 0.0% | 0.7
Cn1c(=O)[nH]c(=O)c2c1nc(N1CCCCC1)n2CCCSc1nnnn1-c1ccccc1 | 0% | 0% | 11% | i | -2% | -2% | -2% | 2.7% | -0.2
O=C(Nc1ccnn1C1CCN(C(=O)c2ccc(Cl)cc2)CC1)C1CC1 | -1% | -1% | 14% | i | 15% | -16% | -19% | -0.4% | -1.3
CCCc1nc(SCC(=O)Nc2nnc(CC)s2)c2c(=O)n(C)c(=O)n(C)c2n1 | 7% | 2% | -16% | i | 12% | -5% | -5% | -0.2% | -1.2
O=C(NCc1cccc(C(F)(F)F)c1)C1CCCN(c2cnccn2)C1 (stereo not given) | 10% | 1% | -18% | i | -7% | -13% | 2% | -0.9% | -3.2
O=C(CCN1C(=O)c2ccccc2S1(=O)=O)Nc1ccc(Cl)cc1 | 0% | 2% | 3% | i | 10% | 5% | 0% | -0.6% | -4.7
CCOC(=O)C1CCN(C(=S)Nc2ccc(CC)cc2)CC1 | 10% | 0% | u | i | 10% | -61% | -4% | 2.0% | 0.1
O=C(CSc1ccc(-c2ccc(F)cc2)nn1)N1CCOCC1 | 3% | u | 3% | i | 3% | -1% | 1% | 0.2% | 0.5
CCOC(=O)c1c(C)oc2nc(C)nc(NCc3ccc(F)cc3)c12 | -1% | x | u | x | -8% | -14% | -11% | -0.7% | x
COc1ccc(OC)c(NC(=O)CN2C(=O)COc3ccc(C)cc32)c1 | 1% | -1% | -7% | i | 0% | 5% | 4% | 0.0% | 2.9
O=C(Nc1cccc(Cl)c1)c1ccc2sc([C@@H]3O[C@H](CO)[C@H](O)[C@H](O)[C@H]3O)nc2c1 | x | x | x | i | -16% | 1% | 29% | -0.2% | -0.8
CN1CCN(c2ccncc2S(=O)(=O)N2CCCC2)CC1 | x | x | x | i | 4% | 1% | -3% | -0.3% | -0.2
Fc1ccc(CSc2nc3ncccc3[nH]2)cc1 | -4% | 1% | x | i | -1% | -10% | 0% | 0.4% | -0.7
O=C(c1ccc(Cl)cc1)N1CCCC(C(=O)N2CCCCC2)C1 (stereo not given) | 0% | 0% | 9% | i | 2% | -6% | 5% | -0.4% | 1.2
COc1ccc(C)cc1NC(=O)C(OC(=O)c1cccc(S(=O)(=O)N(C)c2ccccc2)c1)c1ccccc1 (stereo not given) | 8% | 1% | -22% | i | -6% | -14% | 4% | 0.2% | -1.3
Cn1c(C(=O)NCCCN2CCCCC2)cc2sccc21 | -1% | -3% | x | i | -22% | 2% | 15% | 0.4% | -1.0
CC1(C)OC(=O)N(CC(=O)Nc2cccc(C(F)(F)F)c2)C1(C)O (stereo not given) | -13% | 2% | 2% | i | -4% | 7% | -3% | -0.2% | -3.8
CCOC(=O)C1(C)CCCN1C(=O)c1c(F)cccc1F (stereo not given) | x | x | x | i | 0% | 5% | -2% | -0.2% | 0.0
Cn1cc(/C=N\NC(=O)c2cccs2)c2ccccc21 | 7% | 0% | u | i | 1% | 4% | 3% | 6.4% | -0.6
Cc1n[nH]c(=O)nc1NCCN(C)C | 7% | 0% | 15% | i | 0% | 5% | -17% | -0.5% | -1.4
COc1ccc(C(=O)NNC(=O)CSc2nnc(COc3ccccc3OC)n2C)cc1 | 7% | 1% | 3% | i | -4% | 15% | -4% | 1.1% | -1.6
Cc1ccc(C(CNC(=O)c2ccco2)N2CCN(C)CC2)cc1 (stereo not given) | 3% | 1% | 0% | i | -5% | 6% | u | 0.2% | 0.7
Cc1c(Cl)cccc1-n1c(SCC(=O)NCc2ccccc2)nc2n[nH]c(C)c2c1=N | 3% | x | x | x | -10% | -60% | 11µM* | 0.4% | x
CCSC1=NCCN1S(=O)(=O)c1ccc(Cl)cc1 | -6% | -2% | 0% | i | -1% | 10% | 14% | 3.4% | -0.3
O=C(NC(c1cccnc1)C(F)(F)F)c1cc(COc2ccc3c(c2)CCCC3)on1 (stereo not given) | -19% | 2% | u | i | 8% | -26% | 11µM* | -0.4% | 0.7
CCN1CCN(C(=O)c2ccc(CNS(=O)(=O)c3cccc(OC)c3)cc2)CC1 | 9% | 1% | 24% | i | -7% | 17% | 16% | -0.2% | 1.1
COc1cc(OC)nc(Oc2ccc(NC(C)=O)cc2)n1 | 5% | 0% | -9% | i | -10% | 6% | -6% | -0.1% | -1.3
Cc1cccc2cc(C#N)c(NCCNC(=S)NCCCN3CCOCC3)nc12 | 1% | -2% | -1% | i | 2% | -30% | 0% | -1.3% | -3.3
CC(C)N1C(=O)NC2(c3ccccc3)N(C)C(=O)N(C)C12c1ccccc1 (stereo not given) | -4% | -1% | -3% | i | 3% | -25% | -2% | -0.7% | 0.0
Cc1ccc(Oc2c(C(F)(F)F)oc3c(CN4CCCCC4)c(O)ccc3c2=O)cc1 | -1% | x | 6% | x | 1% | -24% | u | 1.3% | x
CN(C)c1ccc(C2CC(c3cccc(NS(C)(=O)=O)c3)=NN2C(=O)c2ccccc2)cc1 (stereo not given) | u | -1% | 23µM* | i | -8% | -24% | 1% | 2.8% | 0.0
CCCCC(=O)NNC(=S)NC(=O)c1cccc([N+](=O)[O-])c1 | x | -1% | -2% | i | 16% | -6% | -9% | 0.8% | 0.7
CC(C)(C)c1cn(-c2ccc(Cl)cc2)c(=S)[nH]1 | -13% | -7% | -1% | i | 11% | 10% | -1% | 0.6% | -2.1
CN(C)CCNC(=S)Nc1ccc(Cl)cc1 | -5% | -1% | -18% | i | 4% | -31% | 1% | 0.2% | -2.9
CCCCN1C(=O)c2[nH]nc(-c3ccccc3O)c2C1c1ccc(OCc2ccccc2)cc1 (stereo not given) | u | x | 15µM* | x | -6% | -70% | 3.5µM* | 2.0% | x
O/N=C(\c1ccccn1)C1CC1c1ccccc1 (stereo not given) | -1% | 1% | 7% | i | 5% | -3% | -2% | 0.4%[9.22 µM] | 1.2

Quoted at random: three entries already listed.
SMILES | A549 viability | Mm-Cpn inhibitor | Nrf2 inh | pAkt inh | Abeta yeast res | HepG2 tox | TGFb SMAD3 inh | Nrf2 ARE act | CCT modulator
COc1cc(OC)nc(Oc2ccc(NC(C)=O)cc2)n1 | 5% | 0% | -9% | i | -10% | 6% | -6% | -0.1% | -1.3
CN(C)CCNC(=S)Nc1ccc(Cl)cc1 | -5% | -1% | -18% | i | 4% | -31% | 1% | 0.2% | -2.9
O/N=C(\c1ccccn1)C1CC1c1ccccc1 (stereo not given) | -1% | 1% | 7% | i | 5% | -3% | -2% | 0.4%[9.22 µM] | 1.2

Following part:
SMILES | A549 viability | Mm-Cpn inhibitor | Nrf2 inh | pAkt inh | Abeta yeast res | HepG2 tox | TGFb SMAD3 inh | Nrf2 ARE act | CCT modulator
COCC(=O)N(Cc1cc2cc(C)ccc2[nH]c1=O)c1cccc(C)c1C | 0% | -1% | 18% | i | 6% | -3% | 21% | 0.0% | 3.3
Cc1ccc(CNC(=O)Cn2ccn(-c3ccc(F)cc3)c(=O)c2=O)cc1 | -12% | x | -16% | x | -8% | -17% | 0% | -0.4% | x
Cn1[nH]c(C(F)(F)F)c(C=Nc2ccc(Cl)cc2)c1=O | -6% | -2% | 5% | i | 4% | -9% | -14% | 0.0% | -2.0
CN(Cc1ccccc1)C(=O)CCS(=O)(=O)c1cc(Br)cc2c1N(C(=O)C1CC1)CC2 | 1% | x | -15% | x | 17% | -16% | 0% | 1.1% | x
